Anthrax LF prot – Bacillus anthracis LF protease inhibitors, primary screen, biochemical, multiplex microsphere, MLPCN library. Lethal factor (Bacillus anthracis), P15917. multiplex microsphere protease cleavage assay. inhibition, % at 10 µM. hit rate 0.12% among 360,000. AID 588501, 2011; note: plate controls were buffer without enzyme for full effect and enzyme alone for no effect
Target sequence (P15917 whole entry, looked up): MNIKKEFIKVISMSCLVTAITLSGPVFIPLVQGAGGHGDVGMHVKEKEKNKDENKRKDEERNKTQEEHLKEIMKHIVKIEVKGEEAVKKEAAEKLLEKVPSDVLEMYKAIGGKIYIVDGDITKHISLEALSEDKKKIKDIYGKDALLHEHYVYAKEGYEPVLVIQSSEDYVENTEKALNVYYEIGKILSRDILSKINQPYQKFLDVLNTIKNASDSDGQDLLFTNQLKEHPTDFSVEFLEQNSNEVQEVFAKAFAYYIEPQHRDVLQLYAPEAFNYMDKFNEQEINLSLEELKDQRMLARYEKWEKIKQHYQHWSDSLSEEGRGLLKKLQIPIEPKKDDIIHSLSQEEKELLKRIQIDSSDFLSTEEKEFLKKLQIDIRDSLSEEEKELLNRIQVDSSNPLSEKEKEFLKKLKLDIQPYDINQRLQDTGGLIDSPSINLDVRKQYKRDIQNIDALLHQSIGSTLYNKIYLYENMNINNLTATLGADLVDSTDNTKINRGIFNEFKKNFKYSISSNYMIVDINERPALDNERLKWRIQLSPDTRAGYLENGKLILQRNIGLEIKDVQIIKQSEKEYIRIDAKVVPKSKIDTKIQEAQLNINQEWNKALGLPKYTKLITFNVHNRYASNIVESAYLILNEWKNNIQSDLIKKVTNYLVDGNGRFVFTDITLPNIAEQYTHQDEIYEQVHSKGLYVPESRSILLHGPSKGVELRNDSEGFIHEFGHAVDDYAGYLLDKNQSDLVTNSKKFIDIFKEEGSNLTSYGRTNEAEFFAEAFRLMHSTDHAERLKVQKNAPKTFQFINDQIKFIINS
BoNT A protease – BoNT/A light chain protease inhibitors, primary screen, biochemical, flow cytometry, MLPCN library; Botulinum neurotoxin type A light chain protease (Clostridium botulinum A str. ATCC 3502); multiplex microsphere protease substrate cleavage; inhibition, % at 10 µM; hit rate 0.17% among 360,000; note: plate controls were buffer without enzyme for full effect and enzyme alone for no effect
SARS 3CLpro inh – SARS-CoV 3CLpro protease inhibitors, primary screen, biochemical, quenched FRET; inhibition, % at 6 µM; AID 1706, 2009; recombinant SARS-CoV 3CLpro, quenched FRET peptide cleavage; Replicase polyprotein 1ab (Severe acute respiratory syndrome coronavirus), P0C6X7; hit rate 0.14% among 290,000; in the data active = inhibition above about 12%
BH1578 lux ind – inducers of Vibrio cholerae quorum light production without autoinducers, primary screen, BH1578 luxS cqsA deficient, single point; V. cholerae BH1578 lux reporter, luminescence, 6 h; activation, % at 18.7 µM; hit rate 0.16% among 350,000; AID 588436, 2011; in the data active = activation mostly above about 9.7%, no sharp cut-off; inconclusive = no clear call, values can overlap the other calls; inactive = mostly below about 3.7%; note: not every result past the cut was called active; inactives centre near 0; reference of the scale not given here
PrPC surface inh – inhibitors of human cell surface prion protein PrPC, primary screen, cell-based, TR-FRET | inhibition, % at 13.8 µM | hit rate 0.43% among 370,000 | TR-FRET read-out | Major prion protein (Homo sapiens), P04156; in the data active = inhibition above about 24%; note: 0% = median of the test wells and 100% = reference compound wells
SSB-PriA inh – inhibitors of Klebsiella pneumoniae PriA binding to SSB C-terminal tail, primary screen, biochemical, AlphaScreen | AlphaScreen SSBct-PriA binding, biotinylated peptide | hit rate 0.6% among 430,000 | PriA–SSB C-terminal tail interaction (Klebsiella pneumoniae) | inhibition, % at 33 µM | AID 1272365, 2023; in the data active = inhibition mostly above about 37%, no sharp cut-off; inactive = mostly below about 20%;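 note: plate controls were negative control peptide for no effect and reference peptide for full effect; strong numbers were not always called active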
Y pestis TopoI – Yersinia pestis topoisomerase I inhibitors, primary screen, biochemical, cleavage product accumulation, plate reader, single point | Y. pestis Topo-I cleavage product accumulation | activity, % at 10 µM | hit rate 0.064% among 360,000; in the data active = activity above about 50%, passing the limit was not always enough; inconclusive = no clear call, values can overlap the other calls; note: inactives centre near 2
TcdB GH inh – TcdB glycohydrolase inhibitors, primary screen, biochemical, single point, plate reader | Toxin B (Clostridioides difficile), P18177 | TcdB glycohydrolase enzymatic assay | inhibition, % at 9.99 µM | hit rate 0.24% among 350,000; in the data active = inhibition above about 10%
PfHsp40 rescue – rescue of yeast from PfHsp40 toxicity, primary screen, S. cerevisiae, ATP luminescence. AID 504582, 2011. S. cerevisiae expressing PfHsp40, growth rescue. growth rescue, % at 12.5 µM. hit rate 0.68% among 340,000; in the data active = growth rescue above about 28%, passing the limit was not always enough; inconclusive = no clear call, values can overlap the other calls;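 note: yeast W303a lacking pdr1 and pdr3 grown in galactose medium; growth measured after three days at 30 °C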
* hit, by the source's call; i = inactive; ? = inconclusive; / = no result given. Cut-off read from the data, not from the text of the source, unless noted: active = inhibition above about 30%; inconclusive = no clear call, values can overlap the other calls; inactive = below that. Only part of the results is shown; the hit share may differ from the screen's.

SMILES	Anthrax LF prot	BoNT A protease	SARS 3CLpro inh	BH1578 lux ind	PrPC surface inh	SSB-PriA inh	Y pestis TopoI	TcdB GH inh	PfHsp40 rescue
O=C(O)c1cccc(C(=O)c2cccc3ccccc23)c1	11	-0.1	/	-2.0	0	-5	-2	-2.0	-0.9
CC(/C=C/c1ccccc1F)=N\NC(=O)c1ccccc1	1	0.9	5	-0.4	9	/	4	-12	-1.0
C#CCOCCOCCOCCNc1nc(N2CCN(C(=O)Cn3cc(CCCCN)nn3)CC2)nc(N2CCN(C(=O)[C@H](Cc3ccc(O)cc3)n3cc(CCO)nn3)CC2)n1	-8	-0.2	/	i	2	3	19	0.1	1.5
COc1cccc(NC(=O)NC2CCN(Cc3nnnn3Cc3ccc(F)cc3)CC2)c1	5	-1.7	-1	-0.4	-1	3	5	/	0.4
O=C(NCc1cccnc1)C(=O)C1C(=O)Nc2ccccc21 (stereo not given)	-2	-0.6	-5	i	-2	-19	27	2.8	0.7
CCCCCc1cc(=O)oc2c(C(CCN3CCCC(C)C3)c3cc(OC)c(OC)c(OC)c3)c(OC)cc(OC)c12 (stereo not given)	3	-0.2	/	i	/	13	1	/	-1.6
COc1cccc(-n2c(CN3CCN(c4ccccn4)CC3)nc3ccc([N+](=O)[O-])cc3c2=O)c1	0	-1.1	7	-0.4	-34	8	-6	-0.4	0.3
COc1ccc(/C=N/NC(=O)CNC(=O)c2ccc3c(c2)OCCO3)c(C(=O)O)c1OC	-1	-2.1	0	-1.3	3	/	-3	2.1	-0.5
COc1ccc(N(C)C(=O)c2oc(=O)c3ccccc3c2-c2ccc(C)cc2)c(OC)c1	-3	-0.5	-6	0.0	16	0	43	1.2	1.4
COc1ccc(NC(=O)CSCC(=O)Nc2ccccc2N2CCCCC2)cc1	1	2.3	/	0.0	11	-12	-9	-0.5	0.0
FC(F)(F)c1cc(-c2ccccc2)nc(N2CCCCCC2)n1	1	1.5	-4	-0.5	-1	-18	5	/	-1.6
O=C(CN(c1cccc(C(F)(F)F)c1)S(=O)(=O)c1ccc(Cl)c([N+](=O)[O-])c1)NCc1ccc(F)cc1	0	0.3	2	i	5	-11	20	/	-1.6
O=C(NCc1cccc(Cl)c1)C1=CC=CN2CCS(=O)(=O)N=C12	-1	0.1	/	-5.7	-9	3	-3	1.9	-0.3
Cc1ccc(C(=O)c2no[n+]([O-])c2C(=O)c2ccc(C)cc2)cc1	0	1.0	5	i	-1	14	-7	-0.1	-0.2
COc1ccc(NC(=S)NCCc2c[nH]c3ccc(OC)cc23)c(OC)c1	-5	-1.6	0	i	20	27	-4	/	-0.6
CN(Cc1ccccc1)C(=O)c1ncn(C)c1C(=O)N(C)Cc1ccccc1	2	-0.1	/	i	1	-1	-2	1.1	1.5
CCCCOC(=O)c1ccccc1N1C(=O)C2C3CCC(C3)C2C1=O (stereo not given)	-7	-0.6	2	-2.4	-2	4	5	2.8	-1.3
CCCNC(=O)NNC(=O)c1ccc(F)cc1	1	0.1	-4	i	-5	-1	4	0.6	0.2
CCOc1ccc(N2C(=O)C3CCCN3C2=O)cc1 (stereo not given)	5	1.3	-3	i	-1	-13	8	/	-0.8
O=S(=O)(c1ccccc1F)N1CCN(c2nc3ccccc3s2)CC1	-4	-0.4	-3	-0.3	-5	-14	12	0.1	-0.8
CC1(OC(=O)CCc2ccccc2)C(=O)C=C2C=C(c3ccc(C#N)cc3)N(CCc3c[nH]c4ccccc34)C=C2C1=O (stereo not given)	-23	1.2	/	-2.2	-2	-1	-4	-1.1	0.4
Cc1ccc(-c2csc(NC(=O)C3=COCCO3)n2)cc1	-3	-1.1	0	-3.4	11	-12	7	/	6.2
Cc1nnc(Sc2c(-c3ccccc3)c3ccc(Cl)cc3[nH]c2=O)s1	-1	1.3	4	i	6	1	-7	/	-1.0
O=C(O)CCC(=O)Nc1sc2c(c1C(=O)NCc1ccccc1)CCCC2	9	-1.7	-3	-0.2	0	0	-5	0.8	-0.2
Cc1cc(C)nc(CCNC(=O)c2cc(COc3c(F)cccc3F)on2)n1	0	0.5	2	-0.8	1	-10	1	0.9	0.0
O=C(O)c1ccc(NC(=O)C2CCCCC2)cc1	/	/	-9	-0.2	4	-6	2	/	-0.1
COC(=O)c1ccccc1N(C)S(=O)(=O)c1cc2c(cc1C)OCC(=O)N2	0	1.0	1	-0.5	9	-1	4	1.9	-1.4
CC(Nc1ccccc1)c1cc(Cl)ccc1O (stereo not given)	0	-0.2	-3	-0.6	5	16	-9	/	1.2
Cc1ccc(C2C(=O)N(C3CCCC3)CC(=O)N2C2CCCCC2)cc1 (stereo not given)	-4	2.4	-1	i	4	0	11	/	1.5
CC(C)(C(=O)c1ccccc1)/[N+]([O-])=C/c1ccccc1	-1	-1.2	-2	i	10	-10	-3	/	0.4
Cc1[nH]c(=O)[nH]c(=O)c1/C=N/NC(=O)[C@H](C)NC(=O)OC(C)(C)C	2	-0.3	1	2.6	2	/	4	/	0.3
COc1ccc(CC(=O)N2CCN=C2SCc2cccc([N+](=O)[O-])c2)cc1	-6	-1.6	0	-0.3	-6	10	-3	2.5	0.7
c1ccc(-c2ccncc2)nc1	-5	-0.4	/	1.2	-3	-2	2	-0.3	-1.0
COCCN1CCN(C(=O)C2CCC(=O)N(Cc3cccc(C(F)(F)F)c3)C2)CC1 (stereo not given)	-1	0.9	-2	i	0	-2	-4	2.5	3.0
CCN1C(=O)/C(=C\c2ccncc2)SC1=Nc1ccc(C)c(C)c1	1	0.6	-7	-0.2	3	17	27	/	-1.4
C[N+](C)=C1SCC(C)(/C=N/O)S1 (stereo not given)	-7	0.7	2	-0.5	-1	i	2	-1.0	-1.1
Cc1c(F)cccc1NS(=O)(=O)c1ccc2c(c1)n(C)c(=O)c(=O)n2C	-5	-0.8	1	-0.5	2	12	6	-0.2	0.4
COc1ccc(-n2nc(C(=O)NCC(=O)N3CC(C)CC(C)C3)c3ccccc3c2=O)cc1OC (stereo not given)	-3	0.5	1	-0.5	-22	-5	19	1.2	1.0
O=C(NC1=NCCS1)c1nc(-c2ccccc2)n(-c2ccccc2)n1	-2	-0.2	0	i	-8	-14	9	/	0.6
CCC(CC)c1nnc(NC(=O)CCc2ccccc2)s1	-12	-3.3	0	0.7	-4	0	7	0.5	-0.9
Cc1ccc(NC(=O)Nc2ccc3c(c2)CCC3)cc1C	-3	0.7	2	i	7	-13	-3	1.1	0.9
COc1ccc(N2C(=O)CC(Sc3nc(C)cc(C)c3C#N)C2=O)cc1 (stereo not given)	1	0.5	-1	-0.5	7	4	6	/	-1.6
Clc1ccc(Cc2ccccc2)nn1	-2	-1.7	-8	i	5	-8	10	/	-0.7
COc1ccc(S(=O)(=O)Nc2ccc(CC#N)cc2)cc1	-4	-0.2	-5	-1.3	1	-15	11	/	-0.3
O=C(CCC(=O)c1ccc(F)cc1)Nc1ccccc1Cl	-3	0.7	0	-0.1	-6	-7	4	0.2	0.4
O=C(Cc1cccs1)Nc1cccc(C(=O)Nc2ccc(C(=O)O)cc2)c1	-4	-0.6	0	-0.2	8	-14	2	1.4	0.8
Cc1ccccc1NC(=O)CC(C)S(=O)(=O)c1ccc2c(c1)NC(=O)CO2 (stereo not given)	1	0.5	1	-0.4	2	-4	1	1.0	0.0
Cc1c(N(C)CS(=O)(=O)O)c(=O)n(-c2ccccc2)n1C	-7	-0.7	/	i	-2	-9	-1	-12	-1.4
COc1ccc2cc(CCNC(=O)c3c(-c4ccccc4Cl)noc3C)c(=O)[nH]c2c1	-6	-0.5	3	-0.3	2	-17	13	1.4	-0.1
COc1ccc2[nH]c(C(O)(Cc3cccnc3)Cc3cccnc3)cc2c1	-4	-2.4	1	-0.1	1	-2	9	0.7	-0.3

Single records, from the list above. Values in the order: Anthrax LF prot	BoNT A protease	SARS 3CLpro inh	BH1578 lux ind	PrPC surface inh	SSB-PriA inh	Y pestis TopoI	TcdB GH inh	PfHsp40 rescue
Cc1nnc(Sc2c(-c3ccccc3)c3ccc(Cl)cc3[nH]c2=O)s1 as listed: -1	1.3	4	i	6	1	-7	/	-1.0
COc1ccc(N2C(=O)CC(Sc3nc(C)cc(C)c3C#N)C2=O)cc1 (stereo not given) as listed: 1	0.5	-1	-0.5	7	4	6	/	-1.6
COC(=O)c1ccccc1N(C)S(=O)(=O)c1cc2c(cc1C)OCC(=O)N2 as listed: 0	1.0	1	-0.5	9	-1	4	1.9	-1.4
COc1ccc(S(=O)(=O)Nc2ccc(CC#N)cc2)cc1 as listed: -4	-0.2	-5	-1.3	1	-15	11	/	-0.3
Cc1[nH]c(=O)[nH]c(=O)c1/C=N/NC(=O)[C@H](C)NC(=O)OC(C)(C)C as listed: 2	-0.3	1	2.6	2	/	4	/	0.3

(further entries)
SMILES	Anthrax LF prot	BoNT A protease	SARS 3CLpro inh	BH1578 lux ind	PrPC surface inh	SSB-PriA inh	Y pestis TopoI	TcdB GH inh	PfHsp40 rescue
CC(NC(=S)NNS(=O)(=O)c1ccc(C(C)(C)C)cc1)c1ccccc1 (stereo not given)	/	/	4	i	-7	3	-7	-1.0	-1.1
O=C(c1ccccc1)c1ccc2nc(N3CCN(C(=O)c4ccco4)CC3)c3nncn3c2c1	1	0.1	/	/	-8	7	12	0.8	1.3
CCOC(=O)C1=CN(Cc2cccc(F)c2)S(=O)(=O)N(C)C1CCc1ccccc1 (stereo not given)	8	-0.6	/	i	2	-18	5	1.7	-0.3
CC1c2cc3c(cc2CCN1CC(=O)Nc1ccccc1)OCCCO3 (stereo not given)	-5	-0.9	1	-0.8	1	4	25	0.0	0.1
COc1ccc(CNC(=O)CN(c2ccccc2OC)S(=O)(=O)c2cccs2)cc1	-7	-2.5	/	-0.5	2	2	12	3.4	-0.7
Cc1ccc(C(OC(=O)c2ccco2)C(=O)NC2CCCCC2)cc1 (stereo not given)	4	-0.7	-5	i	3	-5	-1	/	-1.9
O=C1c2c(Cl)c(Cl)c(Cl)c(Cl)c2C(=O)N1c1nccs1	1	-0.2	/	-8.3	4	-1	4	1.3	-1.4
CN(C)c1ccc(N2[C@@H](CC(=O)O)c3cc(C(F)(F)F)ccc3S2(=O)=O)cc1	5	-0.2	/	-0.7	-5	41	-13	-2.5	-1.2
COc1ccc(CCN(Cc2cccs2)S(=O)(=O)c2ccc(S(=O)(=O)N(C)C3CCCCC3)cc2)cc1OC	-1	-0.2	2	0.7	-5	-16	11	/	-1.7
Cc1ccc(-c2nnc(SCC(=O)N3CCCC3)o2)cc1	2	0.2	1	i	3	-7	-2	/	1.4
O=S(=O)(Nc1ccccc1F)c1ccc2nsnc2c1	0	-0.1	3	-1.1	-10	12	0	/	?
COc1cccc(NC(=O)C2(C)CCCN2C(=O)C(C)C)c1OC (stereo not given)	6	-0.6	/	0.0	7	/	-1	-0.7	/
CCOC(=O)c1c(N/N=C/c2cccnc2)n[nH]c1C	9	-7.9	4	i	-6	i	-7	-1.0	-0.1
COc1ccc(CN(C(=O)c2cc(=O)c3ccccc3o2)C2CCS(=O)(=O)C2)cc1 (stereo not given)	-1	0.1	2	-1.8	0	-3	-3	0.2	-0.3
Cc1ccc(NC(=O)Cc2cc(C(=O)O)c3ccccc3n2)c(C)c1	1	-0.9	4	-0.2	10	-1	5	0.1	0.2
O=C(NCCc1ccc(Cl)cc1)C1CCC(=O)N(C2CCCCCC2)C1 (stereo not given)	-4	0.0	1	-0.3	2	-21	28	1.0	20
O=C(Nc1ccc(-c2nnc(-c3ccccc3)o2)cc1)c1ccc(Br)o1	-5	-1.0	0	-0.1	-2	-13	9	/	4.1
